Assay outcomes: PubChem BioAssay, Sanford-Burnham Center for Chemical Genomics
SENP1 inh: blocks the human SENP1 SUMO protease catalytic domain. Q9P0U3. recombinant SENP1 catalytic domain, CyPet-SUMO1-YPet FRET cleavage. inhibition, % at 10 µM. 360,000 compounds, 0.21% hits;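 active = inhibition at least 30% at 10 µM, raw YFP signal under a set limit, fluorescence ratio 0.5 to 1.5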;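 also: 0% = enzyme with DMSO and 100% = no enzyme wells; some results filed as inactive read as strong as hits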
Target sequence (Q9P0U3 419-644 limits assumed): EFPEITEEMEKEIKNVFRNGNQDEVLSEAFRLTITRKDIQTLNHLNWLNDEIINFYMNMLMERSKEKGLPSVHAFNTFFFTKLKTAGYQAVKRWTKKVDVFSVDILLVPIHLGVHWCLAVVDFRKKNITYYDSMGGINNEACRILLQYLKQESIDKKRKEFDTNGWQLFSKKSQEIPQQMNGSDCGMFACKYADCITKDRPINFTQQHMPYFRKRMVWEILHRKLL
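Test system: recombinant human SENP1 catalytic domain, His6-tagged / Medium: pH 8 Tris buffer with EDTA, NaCl, BME, BSA, NP40, catalase / Also added: SUMO1 FRET substrate flanked by Cypet and Ypet, 25 nM / Times: 50 min reaction at room temperature / Signal: FRET, CFP and YFP emission / Control set: no-enzyme low control and enzyme-plus-DMSO high control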
SENP8 inh: blocks human SENP8 cleavage of Nedd8 substrate; Q96LD8; recombinant SENP8, Nedd8 substrate fluorescence; inhibition, % at 20 µM; 360,000 compounds, 0.64% hits; AID 602440; in the data active = inhibition mostly above about 40%, no sharp cut-off; inactive = mostly below about 27%
Target sequence (Q96LD8 whole entry, looked up): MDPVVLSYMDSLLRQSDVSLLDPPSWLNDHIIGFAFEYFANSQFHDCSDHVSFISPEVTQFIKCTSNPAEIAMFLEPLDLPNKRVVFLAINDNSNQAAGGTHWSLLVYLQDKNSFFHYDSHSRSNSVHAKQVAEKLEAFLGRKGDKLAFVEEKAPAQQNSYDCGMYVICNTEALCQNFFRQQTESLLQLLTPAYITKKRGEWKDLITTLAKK
* marks the source's active call; other numbers are inactive results; i = inactive; & = joins results of further samples.

SMILES	SENP1 inh	SENP8 inh
COc1cc(NC(=O)C2(C)CCCN2C)cc(OC)c1OC (stereo not drawn)	2	2
COc1ccccc1-c1cc(NC=O)c2ncc(-c3cccc(C(F)(F)F)c3)n2c1	-9	-345
CC1Sc2ccccc2N(Cc2ccccc2)C1=O (stereo not drawn)	0	14
CCS(=O)(=O)N1CCN(C(=O)c2ccc3nc(C)c(N(C)C(=O)CCc4ccccc4)n3c2)CC1	1	6
COc1cccc(C(NC(C)=O)c2nc(-c3cccc(NC(C)=O)c3)cs2)c1 (stereo not drawn)	1	12
COc1ccc(OC)c(CN2C(=O)c3ccccc3C2c2nnnn2-c2c(C)cccc2C)c1 (stereo not drawn)	3	20
COc1c2ccccc2nn1C(C)C	-1	2
Cc1ccc(C(=O)Nc2nnc([C@H]3C[C@H](O)[C@@H](CO)O3)s2)cc1	2	13
O=C(Nc1cccc(C(F)(F)F)c1)c1csc([C@@H]2C[C@H](O)[C@@H](CO)O2)n1	-5	-14
CC(C)Oc1cccc(C(=O)Nc2nnc([C@@H]3C[C@H](O)[C@@H](CO)O3)s2)c1	0	-2
NS(=O)(=O)c1ccc(CCNc2ccn3nc(-c4ccc(OCCN5CCOCC5)cc4)cc3n2)cc1	1	i
CC1OC2CC(=O)OC2C2=C1C(=O)c1c(O)cccc1C2=O (stereo not drawn)	5	99*
CCCCn1nnnc1C(c1ccccc1OC(F)(F)F)N1CCN(C/C=C/c2ccccc2)CC1 (stereo not drawn)	-2	7
CC(=O)N1CCC(C(=O)N2c3ccccc3N=C(c3ccc(C(F)(F)F)cc3)C2C(=O)NC2CCCC2)CC1 (stereo not drawn)	1	-267
Cc1cccc(C)c1-n1nnnc1SCc1nc(N)nc(N(C)C)n1	0	10
C[C@@H](NC(=O)[C@@H]1CCCN1C(=O)[C@@H]1CCCN1C(=O)c1cccs1)c1ccccc1	1	0
CC1=C(C(=O)N(C(C)C)C(C)C)CC(CC(=O)NCCN2CCOCC2)C(=O)N1CCC1=CCCCC1 (stereo not drawn)	1	13
CC(=O)NCCNC(=O)C1Cc2c(-c3ccccc3)ccnc2O1 (stereo not drawn)	-3	13
CCCS(=O)(=O)NC(=O)C1(C)CCCN(C(=O)c2ccco2)C1 (stereo not drawn)	0	8
CCCCOc1ccc(C(=O)NCCN2CCC(n3c(=O)[nH]c4ccccc43)CC2)cc1	1	10
CCCCn1nnnc1C(c1ccc(OC)cc1)N1CCN(C/C=C/c2ccccc2)CC1 (stereo not drawn)	-2	22
Fc1ccc(-c2nc3ccc(Br)cn3c2Cc2ccccc2C(F)(F)F)cc1	-18	-6
CC1OC(C(C)(C)C)Cc2[nH][nH]c(=O)c21 (stereo not drawn)	2	4
Cc1ccccc1-c1csc(C(O)(c2ccccc2)C(F)(F)F)n1 (stereo not drawn)	3	6
O=C(Nc1c(-c2ccc3c(c2)OCO3)[nH][nH]c1=O)c1cccc(C(F)(F)F)c1	1	36

(continued)
SMILES	SENP1 inh	SENP8 inh
CC(C)(C)n1nnnc1C(c1ccccc1)N1CCCN(Cc2ccc(F)cc2)CC1 (stereo not drawn)	2	32
CC(=O)O[C@@H]1C[C@@]2(C)[C@@H](CC[C@H]2[C@@H](C)/C=C\CC(C)C)C2=C[C@@H](O)[C@@]3(O)C[C@@H](O)[C@H](O)C[C@]3(CO)[C@]21O	3	-4
CCCN(C)C1CN(Cc2cn(Cc3ccc(Cl)cc3)nn2)S(=O)(=O)C1 (stereo not drawn)	1	12
CC(C)(C)c1cc2nc(NCCOc3ccccc3)ccn2n1	-3	-285
COc1ccc(NC(=O)C2Cc3c(-c4ccco4)ccnc3O2)cc1OC (stereo not drawn)	2	9
COCCCNC(=O)C[C@@H]1C[C@@]2(C(=O)OC)CCCCC=C2N(Cc2ccc3c(c2)OCO3)C1=O	3	17
Cc1ccc(Cl)cc1-c1cc(C(=O)NCc2ccc(C(F)(F)F)cc2)[nH]n1	1	22
O=C(C[C@H]1CC[C@@H]2[C@H](COC[C@@H](O)CN2Cc2cccc(F)c2)O1)NCC1CCCCC1	2	16
CN(CCO)c1ccc2c(c1)OC[C@H](Cc1ccccc1)NS2(=O)=O	1	9
Cc1ccc(N2CCN(C(C(=O)Nc3c(C)cccc3C)c3cc4ccccc4o3)CC2)cc1 (stereo not drawn)	-1	17
COc1ccccc1-c1ncn(Cc2cccc(-c3ccccc3)c2)c1-c1cc(C)cc(C)c1	-9	-23
Cc1cn([C@H]2C[C@H](O)[C@@H](CCC(=O)NCC3CCCO3)O2)c(=O)[nH]c1=O (stereo partly drawn)	0	2
CC(=O)Nc1cccc(-c2ccnc3c2CC(C)(C(=O)Nc2cccnc2)O3)c1 (stereo not drawn)	-3	19
CC(C)(C)S(=O)N1Cc2cc(C(=O)N3CCOCC3)nc(-c3cccc(Br)c3)c2[C@@H]1CCO (stereo partly drawn)	-4	-17
O=C1NC[C@@H](CCCCN2CCN(CCC3CCCCC3)C(=O)C2=O)N(CCC2CCCCC2)C1=O	-3	16
COc1ccccc1C(O)c1ncc(-c2ccc(Cl)cc2)[nH]1 (stereo not drawn)	2	18
COC(=O)C1(C(=O)OC)C[C@H](/C=C/c2ccccc2)N(Cc2ccccc2OC)[C@@H]1c1cccs1	-3&-42	4&-13
COC(=O)N(C)C[C@H]1OCc2cn(nn2)CCCC(=O)N([C@@H](C)CO)C[C@@H]1C	-4	9
CCCCc1c(Cc2ccccc2)ncn1CCc1ccccc1OC	1	5
Cc1cc2nc(-c3cccc(Cl)c3)c(Cc3ccccc3)n2c(C)c1Br	6	-10
Cc1cc(F)ccc1-c1cc(C(=O)NCC2CCCCC2)[nH]n1	0	20
CC(=O)c1ccc(Nc2nc(C(N)Cc3ccc(Cl)cc3)cs2)cc1 (stereo not drawn)	-4	i
COC(=O)[C@@]12C[C@@H](CC(=O)NCC34CC5CC(CC(C5)C3)C4)C(=O)N(CCc3ccc(OC)c(OC)c3)C1=CCC(C)(C)C2	2	23
CC1=C(C(=O)N2CCCCCC2)CC(CC(=O)NC2CCCC2)C(=O)N1Cc1ccc(F)cc1 (stereo not drawn)	1	7
CC(C)Oc1ccc(F)cc1-c1cc(C(=O)NCc2ccc(F)cc2)[nH]n1	3	-2

In another format: 15 of the compounds above.
smiles | SENP1 inh | SENP8 inh
CN(CCO)c1ccc2c(c1)OC[C@H](Cc1ccccc1)NS2(=O)=O | 1 | 9
Cc1ccc(N2CCN(C(C(=O)Nc3c(C)cccc3C)c3cc4ccccc4o3)CC2)cc1 (stereo not drawn) | -1 | 17
COc1ccccc1-c1ncn(Cc2cccc(-c3ccccc3)c2)c1-c1cc(C)cc(C)c1 | -9 | -23
Cc1cn([C@H]2C[C@H](O)[C@@H](CCC(=O)NCC3CCCO3)O2)c(=O)[nH]c1=O (stereo partly drawn) | 0 | 2
CC(=O)Nc1cccc(-c2ccnc3c2CC(C)(C(=O)Nc2cccnc2)O3)c1 (stereo not drawn) | -3 | 19
CC(C)(C)S(=O)N1Cc2cc(C(=O)N3CCOCC3)nc(-c3cccc(Br)c3)c2[C@@H]1CCO (stereo partly drawn) | -4 | -17
O=C1NC[C@@H](CCCCN2CCN(CCC3CCCCC3)C(=O)C2=O)N(CCC2CCCCC2)C1=O | -3 | 16
COc1ccccc1C(O)c1ncc(-c2ccc(Cl)cc2)[nH]1 (stereo not drawn) | 2 | 18
COC(=O)C1(C(=O)OC)C[C@H](/C=C/c2ccccc2)N(Cc2ccccc2OC)[C@@H]1c1cccs1 | -3&-42 | 4&-13
COC(=O)N(C)C[C@H]1OCc2cn(nn2)CCCC(=O)N([C@@H](C)CO)C[C@@H]1C | -4 | 9
CCCCc1c(Cc2ccccc2)ncn1CCc1ccccc1OC | 1 | 5
Cc1cc2nc(-c3cccc(Cl)c3)c(Cc3ccccc3)n2c(C)c1Br | 6 | -10
Cc1cc(F)ccc1-c1cc(C(=O)NCC2CCCCC2)[nH]n1 | 0 | 20
CC(=O)c1ccc(Nc2nc(C(N)Cc3ccc(Cl)cc3)cs2)cc1 (stereo not drawn) | -4 | i
COC(=O)[C@@]12C[C@@H](CC(=O)NCC34CC5CC(CC(C5)C3)C4)C(=O)N(CCc3ccc(OC)c(OC)c3)C1=CCC(C)(C)C2 | 2 | 23

Continued:
SMILES	SENP1 inh	SENP8 inh
CCCCN(CCCC)Cc1cc(=O)oc2ccc3ccccc3c12	-1	-78
COc1ccc(Cn2cc(CN3CCc4onc(-c5ccc(Br)cc5)c4C3=O)nn2)cc1	2	26
CC(=O)Nc1ccc(CNc2nc(NC(C)C)nc3ccsc23)cc1	0	-27
CC(=O)N1C[C@@H](CO)[C@@H](N(C)C(=O)C(C)(C)C)C[C@H]1c1ccccc1	1	16
NC(Cc1ccc(C(F)(F)F)cc1)c1csc(Nc2cc(Oc3ccccc3)ncn2)n1 (stereo not drawn)	-10	-30
Cc1ccc(C)c(CC(=O)N2CCCC(c3cc(C(=O)Nc4ccccc4Cl)no3)C2)c1 (stereo not drawn)	0	10
CC(C)c1ccc(CC(=O)N2CCC2(C)C(=O)NCC(C)(C)C)cc1 (stereo not drawn)	0	3
CCCCN1C(=O)C(CC(=O)NCc2cccc3ccccc23)CC(C(=O)N2CCCCCC2)=C1C (stereo not drawn)	-1	0
CCc1nc2ccc(C(=O)NCCOc3ccc(OC)cc3)cn2c1N(CC)CCN(C)C	-4	-2
COc1ccc(C(=O)N2CCCC(C)(C(=O)NS(=O)(=O)C3CC3)C2)c(OC)c1 (stereo not drawn)	2	26
COC(=O)[C@]12CCCCC=C1N(Cc1ccc3c(c1)OCO3)C(=O)[C@H](CC(=O)NCc1cccs1)C2	-1	20
COCCCNC(=O)C[C@@H]1C[C@@]2(C(=O)OC)CC(C)(C)CC=C2N(Cc2ccc3c(c2)OCO3)C1=O	-3	12
Brc1ccc2nc(-c3ccco3)c(Cc3ccccc3)n2c1	1	-23
Clc1ccc(-c2nc3ccc(Br)cn3c2Cc2cccc(Cl)c2)cc1	12	5
CNc1cncc(-c2ccc(O)cc2C)n1	-3	i
Cc1ccc(S(=O)(=O)NC(=O)C2(C)CCN2C(=O)c2ccc(C(F)(F)F)nc2C)cc1 (stereo not drawn)	0	18
CC(=O)NC(c1ccccc1)c1nc(-c2cccnc2)cs1 (stereo not drawn)	0	20
CCOC(=O)C1(C)CCN1C(=O)c1ccc(OC)cc1 (stereo not drawn)	-2	9
Cc1ccc2cc(NC(=O)C3(C)CCN3CC(C)C)ccc2n1 (stereo not drawn)	-3	0
Clc1cccc(CNc2ccn3nc(-c4ccco4)cc3n2)c1	-3	i
Cc1ccc(Cc2c(-c3ccc(C#N)cc3)nc3ccc(Cl)cn23)cc1	1	-370
CN(CCO)c1cccc2c1S(=O)(=O)N[C@H](Cc1ccccc1)CO2	0	7
CCC(=O)N[C@H]1CC[C@@H](CCn2cc(C3CC3)nn2)O[C@@H]1CO	1	28
CCc1nc2ccc(C(=O)NCCCn3ccnc3)cn2c1N(C)Cc1cc2ccccc2s1	2	9
O=C(Nc1ccc(F)c(Cl)c1)c1cc(C2CCCN(S(=O)(=O)c3cccc4cccnc34)C2)on1 (stereo not drawn)	2	6

Further entries.
SMILES	SENP1 inh	SENP8 inh
CCNC(=O)C1CCCN(C(=O)c2cccs2)CC1 (stereo not drawn)	1	3
COCCNc1nc(NCCCN2CCCC2=O)c2sccc2n1	-2	-34
COc1ccc(OC)c(CNC(=O)c2[nH]c(C(F)(F)F)nc2-c2ccccc2)c1	1	22
CC(C)C[C@H]1CN(CCCC[C@@H]2CNC(=O)C(=O)N2CC2CCCCC2)C(=O)C(=O)N1CCC1CCCCC1	2	20
CC(C)(C)c1cc(NC(=O)C2(C)CCN2C(=O)c2ccccc2CCc2ccccc2)no1 (stereo not drawn)	-4	20
CC(=O)N1CCN(Cc2cc(=O)oc3cc(C)c(C)cc23)CC1	3	-10
O=C(Nc1ccccc1)c1cc(C2CCCCN2C(=O)c2ccccc2)on1 (stereo not drawn)	1	15
O=C1Nc2c(Cl)cccc2C1=O	-1	-4
CC(C)[C@H](NC(=O)OC(C)(C)C)c1cc(C(=O)NCCO)c(N)s1	-17	7
O=C(C(O)c1ccccc1)N1CCN(S(=O)(=O)c2ccc(F)c(F)c2)CC1 (stereo not drawn)	2	13
CCNC(=O)C1CCCN(C(=O)c2ccc(C(F)(F)F)cc2)CC1 (stereo not drawn)	5	14
O=S1(=O)CC(N2CCSCC2)CN1Cc1cn(Cc2ccc(Cl)cc2)nn1 (stereo not drawn)	2	11
CC(=O)C1=CCC(c2ccccc2)N(Cc2ccccc2)C1 (stereo not drawn)	-2	12
COc1ccc(C(=O)N2CCCCC2c2cc(C(=O)Nc3cccc(C#N)c3)no2)cc1 (stereo not drawn)	-2	7
CSc1ccc(OC2(C)CCN(Cc3cc4ccccc4o3)C2)cc1 (stereo not drawn)	1	3
N#Cc1cccc(C(=O)C(=O)N2CCN(C(=O)OCc3ccccc3)CC2)c1	0	8
Cc1ccc(N2CCN(C(=O)c3[nH]c(C(F)(F)F)nc3-c3ccccc3)CC2)cc1	-6	31
Cc1cc(F)ccc1-c1cc(C(=O)NC(C)C)[nH]n1	0	28
CC(C)C[C@@H](CN1CCC[C@@H]1CN1C(=O)C(=O)NC[C@@H]1Cc1ccc(O)cc1)N1C[C@H](Cc2ccc(O)cc2)N(CC2CCCCCC2)C(=O)C1=O	1	4
CNc1cc(-c2cccc(OC)c2F)nc2ccnn12	1	i

Whole records, looked up by structure. Order of screens: SENP1 inh	SENP8 inh
CC(C)(C)c1cc(NC(=O)C2(C)CCN2C(=O)c2ccccc2CCc2ccccc2)no1 (stereo not drawn) across the screens: -4	20
N#Cc1cccc(C(=O)C(=O)N2CCN(C(=O)OCc3ccccc3)CC2)c1 across the screens: 0	8

The list is partial (hit frequency here may not be typical).
